Compound activity from PubChem.
GLP1R cytotox – qHTS of GLP-1 Receptor Inverse Agonists: Cytotox Screen. HEK293 cAMP-luciferase reporter cells, luminescence, 24 h. hit rate 0.13% among 410,000. Potency, µM (series often up to 38.3 µM), inactives show top-dose activity change, negative = inhibition, actives largely listed as inhibitors;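 note: loss of luciferase light is scored as toxicity; potency is the fitted concentration of half-maximal effect; % is set by controls: 0 for no effect and ±100 for the full control effect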
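Luminescence readout: signal drop marks cytotoxicity. Plated cells grew 12 h at 37 °C, 5% CO2, received 23 nL compound for 24 h, then got luciferase reagent, read after 12 min at RT.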
GLP-1R inv ag – qHTS of GLP-1 Receptor Inverse Agonists (Inhibition Mode) | Glucagon-like peptide 1 receptor (Homo sapiens), P43220 | HEK293 GLP-1R CRE-luciferase, luminescence, 24 h; GLP-1R form is constitutively active | Potency, µM (doses to about 38.3 µM), for inactives: top-dose activity change, negative = inhibition, most hits filed as inhibitors | hit rate 1.6% among 410,000 | AID 624417, 2012; note: potency is the fitted concentration of half-maximal effect; % is set by controls: 0 for no effect and ±100 for the full control effect; nearly all actives have a fitted effect of over 55% in size
Target sequence (P43220 whole entry, looked up): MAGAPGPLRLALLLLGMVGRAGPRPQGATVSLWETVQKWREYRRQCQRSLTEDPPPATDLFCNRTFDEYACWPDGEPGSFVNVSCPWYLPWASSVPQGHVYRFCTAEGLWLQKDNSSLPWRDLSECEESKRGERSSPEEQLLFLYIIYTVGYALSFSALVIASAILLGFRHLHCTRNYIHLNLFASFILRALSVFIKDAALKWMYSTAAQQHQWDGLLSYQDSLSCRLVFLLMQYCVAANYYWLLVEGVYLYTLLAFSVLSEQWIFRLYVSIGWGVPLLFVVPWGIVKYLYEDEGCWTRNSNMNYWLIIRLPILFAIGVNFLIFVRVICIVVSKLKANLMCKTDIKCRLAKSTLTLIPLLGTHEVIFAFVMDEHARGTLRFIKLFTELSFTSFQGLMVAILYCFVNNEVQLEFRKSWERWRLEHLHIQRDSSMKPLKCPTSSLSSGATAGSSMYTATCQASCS
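GLP-1R inverse agonism mode: basal reporter luminescence in engineered HEK293 cells measured after one day of compound exposure at 37 deg C, with a 12 min room-temperature detection step.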
WRN helicase inh – qHTS for Inhibitors of WRN Helicase; AID 651768, 2012; WRN helicase unwinding, fluorescent forked duplex, kinetic; Potency, µM (doses to about 114 µM), for inactives: at the highest dose activity change, negative = inhibition, hits mostly inhibitors; Bifunctional 3'-5' exonuclease/ATP-dependent helicase WRN (Homo sapiens), Q14191; hit rate 0.46% among 360,000; note: potency is the fitted concentration of half-maximal effect; % is set by controls: 0 for no effect and ±100 for the full control effect; nearly all actives have a fitted effect of over 55% in size
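Kinetic fluorescence helicase assay: unwinding of a quenched forked DNA duplex (100 nM final) with 2 mM ATP final raises red fluorescence (525/598 nm). Compounds sat 15 min at room temperature with 20 nM WRN beforehand.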
DRD3 agonist – qHTS of D3 Dopamine Receptor Agonist: qHTS | D(3) dopamine receptor (Homo sapiens), P35462 | D3R DiscoveRx beta-arrestin cells, luminescence, 90 min | max activation, % | hit rate 0.58% among 410,000 | AID 652048, 2013; in the data active = max activation above about 30%; note: 0% is about no effect; mostly tested at two doses, the higher about 12 µM
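Cells at 1500/well, incubated overnight, then treated with pinned compounds (dopamine as control) for 90 min at 37 degrees C. DiscoveRx reagent added for 30 - 60 minutes at room temperature; luminescence read.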
GLP-1R agonist – qHTS of GLP-1 Receptor Agonists; Potency, µM (series often up to 45.6 µM), for the others: at the top dose activation, hits mostly activators; HEK293 GLP-1R CRE-luciferase, luminescence, 4-6 h; cells express a hypersensitive GLP-1R form; hit rate 0.007% among 380,000; AID 624172, 2012; note: potency is the fitted concentration of half-maximal effect; % of control where 0% means no effect
D3 antag – qHTS of D3 Dopamine Receptor Antagonist: qHTS; max response, negative = inhibition, %; D(3) dopamine receptor (Homo sapiens), P35462; hit rate 2.5% among 360,000; D3R cells, DiscoveRx beta-arrestin luminescence, antagonist mode; stronger effect = lower value; in the data active = max response below about -50%; inconclusive = no clear call, values can overlap the other calls; note: % is set by controls: 0 for no effect and ±100 for the full control effect; mostly tested at two doses, the higher about 12 µM
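Cells expressing the human receptor were seeded at 1500 cells/well, incubated overnight at 37 degrees C in 5% CO2, then exposed to library compounds with dopamine controls for 90 minutes at 37 degrees C before luminescent detection.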
IL-2 act – qHTS of IL-2 Activators; IL-2 activation reporter assay, cell-based qHTS; stimulated with anti-CD3/CD4/CD28 beads; in transgenic mouse T cells; activation, % (series mostly up to about 46 µM); hit rate 0.065% among 360,000; AID 652025, 2013; in the data active = activation above about 50%; inconclusive = mostly about 30% to 49%; note: 0% is about no effect
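Unstimulated transgenic mouse T cells, 750 per well, received compound and, after 60 minutes, anti-CD3/anti-CD4 bead plus anti-CD28 stimulation. EGFP and DsRed were quantified after 18 hours.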
PI5P4K alpha inh – qHTS for Inhibitors of phosphatidylinositol 5-phosphate 4-kinase (PI5P4K) | Phosphatidylinositol 5-phosphate 4-kinase type-2 alpha (Homo sapiens), P48426 | PI5P4Kalpha enzyme, ADP-Glo luminescence, 60 min; stronger effect = lower value | max response, % | hit rate 1.2% among 330,000 | AID 652105, 2013; active = max response of -50% or lower; inconclusive = between -30% and -50%; inactive = -30% or higher; note: value at the top dose of about 77 µM; % is set by controls: 0 for no effect and ±100 for the full control effect
Target sequence (P48426 whole entry, looked up): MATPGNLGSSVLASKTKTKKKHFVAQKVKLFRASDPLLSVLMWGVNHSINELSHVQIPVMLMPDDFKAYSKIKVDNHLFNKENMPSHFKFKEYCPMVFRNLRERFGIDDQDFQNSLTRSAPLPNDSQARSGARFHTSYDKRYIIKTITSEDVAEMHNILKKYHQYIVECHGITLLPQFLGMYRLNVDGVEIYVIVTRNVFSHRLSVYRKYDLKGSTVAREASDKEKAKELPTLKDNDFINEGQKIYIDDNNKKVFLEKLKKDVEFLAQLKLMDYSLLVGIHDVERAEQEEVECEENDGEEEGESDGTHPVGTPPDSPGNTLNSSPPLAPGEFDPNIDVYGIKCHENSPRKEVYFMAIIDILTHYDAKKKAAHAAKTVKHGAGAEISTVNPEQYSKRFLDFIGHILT
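Enzyme plus substrate dispensed, test compounds pinned in, then ATP (5 microM final) added. After 60 min at RT, ADP-Glo reagent 1 for 45 min and reagent 2 for 30 min preceded luminescence imaging.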
PLK1 PBD block – qHTS for Inhibitors of PLK1-PDB (polo-like kinase 1 - polo-box domain): Primary Screen. Serine/threonine-protein kinase PLK1 (Homo sapiens), P53350. Plk1 PBD binding of FITC phosphopeptide, fluorescence polarization. Potency, µM, inactives show max response, negative = inhibition, hits mostly inhibitors. hit rate 2.8% among 360,000. AID 720504, 2013; note: potency is the fitted concentration of half-maximal effect; series mostly up to about 57 µM; % is set by controls: 0 for no effect and ±100 for the full control effect; nearly all actives have a fitted effect of over 65% in size
* hit, by the source's call; ? = inconclusive; nt = no result given; [ ] = remark or other dose. Unless noted, calls come from the whole dose curve; as a rule, active = well fitted curve in the direction sought with a large enough effect; inconclusive = small, poorly fitted or top-dose-only effect, or another doubt; inactive = no such curve, though single readings can be large; an effect the other way counts as inactive or inconclusive.

SMILES | GLP1R cytotox | GLP-1R inv ag | WRN helicase inh | DRD3 agonist | GLP-1R agonist | D3 antag | IL-2 act | PI5P4K alpha inh | PLK1 PBD block
COc1ccc(/C=C(\C#N)C(=O)OCC(=O)Nc2ccc(C(C)(C)C)cc2)cc1 | 7.4%[1.53 µM] | -5.9% | -20.9%[57.1 µM] | 2.5 | -3.8% | 4.9 | 0.6 | 7.8 | 10.4%
Cc1nc(CN(C)C(=O)CC2C(=O)NCCN2Cc2ccc(-c3ccccc3)cc2)cs1 (stereo not given) | 4.8% | 7.9% | -14.1% | 5.5 | 13.0% | 21.9 | -2.9 | -7.7 | -1.7%
COC(=O)c1cc(S(=O)(=O)N2CCOCC2)c(N2CCOCC2)cc1N1CCOCC1 | 14.0% | 11.6% | 7.6% | -7.2 | 2.4% | -12.7 | -2.9 | 1.5 | -15.2%
O=C1Nc2ccc(F)cc2C12Nc1ccccc1-c1nnc(SCc3ccccc3F)nc1O2 (stereo not given) | -6.6% | -5.6% | -17.5% | -28.3 | -1.2% | -51.2* | -2.3 | nt | ?
CCCOc1ccc2c3c(c(=O)oc2c1OCCC)CCCC3 | -4.4% | ? | -5.7% | 4.2 | 1.6% | 13.0 | -0.9 | 28.6 | -6.4%
Cc1ccc(S(=O)(=O)c2nnn3c2nc(N2CCOCC2)c2ccccc23)c(C)c1 | -5.0% | 16.5% | -5.2% | 4.0 | 12.4% | 6.7 | -0.5 | 4.1 | -5.9%
CC(=O)Nc1ccc(NC(=O)C2CCCCC2C(=O)O)cc1 (stereo not given) | 5.9% | 14.9% | 7.7% | 4.3 | -5.5% | 9.5 | -1.3 | 3.8 | -3.0%
Cc1ccccc1NC(=O)c1ccc(CN(c2ccccc2)S(=O)(=O)c2ccccc2)cc1 | 17.7% | ? | 0.5% | -9.7 | -14.0% | -26.9 | -3.2 | 8.4 | -10.4%
O=C(Cn1c(=O)n(CC2CCCO2)c(=O)c2ccccc21)c1ccccc1 (stereo not given) | -4.8% | -6.3% | -23.2% | -5.7 | 20.7% | -14.9 | -4.3 | -5.9 | -5.4%
COc1cc(O)c(C(CC(=O)N2CCOCC2)c2ccc(N(C)C)cc2)c(OC)c1 (stereo not given) | -15.8% | 4.5% | 6.7% | -1.6 | 1.9% | -16.1 | 0.4 | 0.3 | 4.6%
CC(C)N(CCNS(=O)(=O)c1ccc(Cl)cc1)C(C)C | 5.5% | 15.4% | 6.0% | 1.0 | 1.2% | 42.4 | 0.5 | -3.9 | 2.2%
O=C(CCCC1=NS(=O)(=O)c2ccccc2N1)NCCc1ccc(Cl)cc1 | -6.7% | -29.6% | -3.0% | 2.5 | -4.7% | 9.3 | 0.1 | -1.2 | ?
CS(=O)(=O)c1ccc(-c2nn[nH]n2)cc1 | 7.5% | 28.5% | 4.6% | -9.1 | -0.7% | ? | 1.3 | -6.1 | -19.2%
COc1ccc(S(=O)(=O)N(C)CC(=O)NCCN2CCOCC2)cc1Cl | -15.5% | 0.8% | 5.7% | -14.9 | -0.2% | 5.3 | -2.3 | -4.5 | -6.7%
CCC(=O)C1CCCN(C(=O)CCc2nnc(-c3ccc4c(c3)OCO4)o2)C1 (stereo not given) | -11.5% | -3.7% | 3.6% | -6.2 | -0.2% | -8.8 | -1.8 | 2.2 | -22.2%
CC(=O)N1CCc2c(sc3c2c(=O)n(-c2ccccc2)c(=O)n3CC(=O)c2ccc(F)cc2)C1 | -2.6% | 21.8% | nt | -4.9 | 1.0% | nt | nt | nt | nt
Cc1cc(C)c(C)c(SCC(=O)Nc2oc(C)c3c(C)n[nH]c(=O)c23)c1C | 1.1% | ? | -15.6% | -1.1 | -3.3% | 9.1 | -4.6 | -2.2 | ?
CC1C(=O)CC(c2ccccc2)N(C)C1c1ccccc1 (stereo not given) | -24.6% | -9.1% | 0.9% | -23.3 | 11.4% | -79.0* | 2.7 | 5.9 | -14.6%
CCn1cc([N+](=O)[O-])c(C(=O)N2N=C3/C(=C/c4cccs4)CCCC3C2c2cccs2)n1 (stereo not given) | -2.7% | 0.0% | 3.6% | -6.7 | 3.1% | -7.5 | -0.5 | nt | -6.5%
Cc1ccc(NC(=O)CN(C)C(=O)c2ccc(NS(=O)(=O)c3ccc4[nH]c(=O)[nH]c4c3)cc2)cc1 | 19.4% | 8.3% | 1.4% | 3.4 | -0.8% | -7.2 | -0.7 | -10.6 | 7.7%
Cc1ccc(S(=O)(=O)N2[C@@H](c3ccc(Br)cc3)C(C(=O)O)=C[C@H]2C(C)(C)C)cc1 | -10.4% | ? | -0.3% | 7.3 | -1.2% | 19.5 | 1.6 | -4.3 | -26.4%
CCCS(=O)(=O)NC(=O)C1(C)CCCN(C(=O)c2cc(-c3ccccc3)cs2)C1 (stereo not given) | 8.2% | 9.5% | 4.9% | 6.5 | -1.5% | 0.0 | 2.1 | -11.8 | -12.6%
NC(=O)NOCc1ncc(C(F)(F)F)cc1Cl | -8.4% | 15.2% | 1.3% | 6.6 | 0.0% | 34.0 | -0.3 | -3.3 | -0.6%
COc1ccc(N(CC(=O)Nc2ccc3c(c2)OCCO3)S(=O)(=O)c2cccc(C)c2)cc1 | 1.2% | ? | -7.1% | 2.0 | 18.8% | 19.6 | -0.9 | 6.0 | -5.2%
COC(=O)CNC(=O)CN(c1ccc(OC)cc1OC)S(=O)(=O)c1ccccc1 | 2.3% | 5.1% | 5.1% | 11.0 | -2.0% | 11.3 | 0.4 | -1.4 | -8.5%
CSc1nsc(SCC(=O)Nc2cccc(C(=O)O)c2)n1 | 5.1% | 16.4% | -8.3% | -2.2 | -1.0% | 7.5 | 1.6 | -3.8 | -16.0%
O=C(CSc1nnnn1C1CCCC1)N1CCCCC1 | -4.1% | 3.8% | 8.3% | 8.1 | 2.2% | 5.2 | 0.2 | 1.8 | -1.2%
COc1ccc(C(=O)O)cc1S(=O)(=O)N(CCc1ccccc1)Cc1ccccc1 | -3.5% | ? | 5.0% | -7.5 | 0.3% | -10.4 | -1.2 | 4.2 | -10.6%
CCNC(=S)N(CCN(CC)CC)Cc1cc2cc3c(cc2[nH]c1=O)OCCO3 | -6.7% | 11.8% | -0.4%[57.1 µM] | 12.6 | 23.0% | 31.9 | 0.4 | 0.7 | -0.5%
CCCNC(=O)N1C[C@H](O)COC[C@H]2O[C@@H](CC(=O)N[C@@H]3CCN(Cc4ccccc4)C3)CC[C@@H]21 | 9.2% | 14.5% | -4.0% | 3.5 | nt | 9.6 | 0.4 | -0.5 | 5.0%
O=[N+]([O-])c1cc(Cl)ccc1NCCc1ccccn1 | -16.7% | -4.3% | -5.6%[57.1 µM] | -0.1 | 23.0% | -8.2 | -0.4 | 0.4 | -1.7%
O=C(Nc1ccc2c3c(cccc13)CC2)c1ccccc1 | -5.1% | 1.6% | 4.7% | 1.6 | 6.6% | 20.2 | -3.1 | -3.0 | -0.7%
Cc1ccc(-n2ncc3c2CC(C)(C)CC3NC(=O)c2cc[n+]([O-])cc2)cc1 (stereo not given) | -4.0% | 39.6%[activator] | -35.9% | -5.8 | -4.4% | -8.5 | -0.1 | -5.0 | -14.1%
COc1ccc(Cl)cc1NC(=O)c1noc(C)c1[N+](=O)[O-] | 1.0% | 0.7% | -3.0% | -4.4 | -2.9% | -13.6 | 1.7 | 3.7 | 0.5%
O=C(Nc1ccc(N2CCN(C(=O)c3cccs3)CC2)cc1)c1ccc(F)cc1 | -4.1% | -9.5% | -5.4% | 11.7 | 8.8% | 4.4 | -0.2 | -4.7 | -2.5%
O=C(Nc1ccccc1)N1CCNCC1 | -1.5% | -1.1% | -4.9% | 4.3 | -2.1% | -4.2 | 0.7 | 1.3 | -12.3%
COc1cc2c(cc1OC)CN(C(=O)Cc1c(F)cccc1Cl)CC2 | 0.0% | 6.4% | -2.0% | 5.6 | 11.1% | 8.0 | 0.9 | -0.5 | 1.3%
COc1ccc2c(c1)C(=O)N(c1ccc(C)cc1C)C(=O)C2 | 8.3% | -13.8% | -2.3% | 5.3 | 8.5% | 21.7 | -0.6 | 0.2 | -16.1%
CNC(=O)COc1ccc(NC(=O)c2ccc(-c3nn(C)c(=O)c4ccccc34)cc2)cc1 | 5.0% | 18.0% | nt | 3.4 | 0.4% | nt | nt | nt | nt
Cc1cc(C)nc(NC(=O)C(C)N2C(=O)c3ccccc3C2=O)n1 (stereo not given) | -7.0% | 6.7% | -3.9% | -2.7 | -7.1% | -10.5 | -0.6 | 2.1 | -14.3%
CC(=O)OCCNC(=O)c1cc2ccccc2oc1=O | -11.0% | 7.0% | 2.2% | 3.8 | -0.4% | -1.1 | 4.1 | -10.1 | -6.3%
COc1ccccc1CNC(=O)C1COc2ccccc2O1 (stereo not given) | 4.1% | 3.7% | 4.7% | 0.6 | -0.5% | 10.4 | -1.8 | nt | -0.8%
O=C(Nc1ccccc1)N1CCC(C(=O)N2CCN(S(=O)(=O)c3cccc(F)c3)CC2)CC1 | 3.0% | 7.6% | 1.6% | 6.0 | 1.8% | -10.3 | -1.9 | nt | -15.5%
CC(C)Oc1ccc(C(CC(=O)O)n2cnnn2)cc1 (stereo not given) | -1.4% | 1.8% | 4.1% | 6.5 | 2.6% | -1.0 | -3.3 | 0.7 | 6.6%
COc1ccc(C(=O)NCC(=O)OCC(=O)c2ccccc2Br)cc1OC | 0.3% | 6.1% | -4.2% | -2.2 | -3.0% | -21.5 | -0.4 | 1.4 | 2.8%
